aSyn rescue = rescues yeast growth from alpha-synuclein toxicity; 0.14% of 370,000 active; Yeast expressing alpha-synuclein, growth rescue, BacTiter-Glo, 24 h; Potency, µM (highest dose often 46.1 µM), for inactives: top-dose growth rescue (activation), actives largely listed as activators; note: potency is the fitted concentration of half-maximal effect; % of control where 0% means no effect; nearly all actives have a fitted effect of over 65% in size
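Galactose-induced alpha-syn yeast (OD600=0.02, raffinose-pregrown) + pinned cpd, 24 hr, 30 deg C; growth by BacTiter-Glo luminescence. Growth restoration scores as activation.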
KB-V1 cytotox = kills drug-selected multidrug resistant KB-V1 cells | KB-V1 MDR cells viability, CellTiter-Glo, 72 h | 3.4% of 400,000 active | Potency, µM (series often up to 46.1 µM), without a hit: at the highest dose activity change, negative = cytotoxicity, hits mostly cytotoxic; note: potency is the fitted concentration of half-maximal effect; % is set by controls: 0 for no effect and ±100 for the full control effect; nearly all actives have a fitted effect of over 60% in size
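Potencies derive from concentration-effect curves fitted to normalized luminescence (CellTiter-Glo) of KB-V1 cells treated for 72 h at 37 degrees C in phenol-red-free DMEM containing 10% FBS.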
GLP1R cytotox = cytotoxicity in counter-screen for GLP-1R inverse agonists; HEK293 cAMP-luciferase reporter cells, luminescence, 24 h; Potency, µM (top dose mostly 38.3 µM), without a hit: at the highest dose activity change, negative = inhibition, hits mostly inhibitors; 0.13% of 410,000 active;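 note: loss of luciferase light is scored as toxicity; potency is the fitted concentration of half-maximal effect; % is set by controls: 0 for no effect and ±100 for the full control effect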
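Seeding density was 200 cells/uL; after overnight-length (12 h) culture, 23 nL compounds went on for 24 h at 37 °C. Readout used a luciferase detection reagent, luminescence taken after 12 min at room temperature.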
DRD3 agonist = activates the human D3 dopamine receptor; P35462; D3R DiscoveRx beta-arrestin cells, luminescence, 90 min; max activation, %; 0.58% of 410,000 active; in the data active = max activation above about 30%; note: 0% is about no effect; mostly tested at two doses, the higher about 12 µM
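Agonist mode: compounds and dopamine controls were applied to plated cells for 90 min at 37 degrees C after an overnight attachment at 1500 cells/well. Luminescent read-out followed 30 - 60 minutes at room temperature with DiscoveRx detection reagent.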
GLP1R inv ag = acts as inverse agonist at human GLP-1 receptor | P43220 | 1.6% of 410,000 active | HEK293 GLP-1R CRE-luciferase, luminescence, 24 h; GLP-1R form is constitutively active | Potency, µM (series often up to 38.3 µM), inactives show top-dose activity change, negative = inhibition, hits mostly inhibitors; note: potency is the fitted concentration of half-maximal effect; % is set by controls: 0 for no effect and ±100 for the full control effect; nearly all actives have a fitted effect of over 55% in size
Target sequence (P43220 whole entry, looked up): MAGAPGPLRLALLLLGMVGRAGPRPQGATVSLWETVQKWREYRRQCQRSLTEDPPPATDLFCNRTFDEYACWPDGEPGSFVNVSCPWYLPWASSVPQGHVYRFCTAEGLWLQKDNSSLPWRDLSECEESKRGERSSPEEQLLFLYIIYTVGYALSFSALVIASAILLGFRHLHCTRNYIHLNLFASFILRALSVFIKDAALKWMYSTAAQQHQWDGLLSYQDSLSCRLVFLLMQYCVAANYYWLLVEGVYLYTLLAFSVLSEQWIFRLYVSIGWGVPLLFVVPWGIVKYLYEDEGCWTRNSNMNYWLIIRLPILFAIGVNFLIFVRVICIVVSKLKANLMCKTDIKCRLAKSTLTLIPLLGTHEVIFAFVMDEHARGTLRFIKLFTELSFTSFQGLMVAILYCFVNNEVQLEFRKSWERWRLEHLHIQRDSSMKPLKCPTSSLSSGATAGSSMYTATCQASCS
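qHTS in 1536-well format: reporter HEK293 cells expressing constitutive GLP-1R activity in DMEM + 10% Nu serum, 24 hr with compounds at 37 deg C, luminescence read after 12 min with detection reagent.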
GLP-1R agonist = GLP-1 receptor (human) agonism; Potency, µM (top dose mostly 45.6 µM), inactives show at the top dose activation, hits mostly activators; AID 624172; HEK293 GLP-1R CRE-luciferase, luminescence, 4-6 h; cells express a hypersensitive GLP-1R form; 0.007% of 380,000 active; note: potency is the fitted concentration of half-maximal effect; % of control where 0% means no effect
DRD3 antagonist = D3 dopamine receptor (human) antagonism; P35462; D3R cells, DiscoveRx beta-arrestin luminescence, antagonist mode; active compounds read low; max response, negative = inhibition, %; 2.5% of 360,000 active; in the data active = max response below about -50%; inconclusive = no clear call, values can overlap the other calls; note: % is set by controls: 0 for no effect and ±100 for the full control effect; mostly tested at two doses, the higher about 12 µM
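Cells plated overnight at 1500 cells/well, then exposed to library compounds with dopamine controls for 90 minutes at 37 degrees C. DiscoveRx reagent added for 30–60 minutes at room temperature; luminescence read, quantitative HTS format.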
PTHR1 agonist = activates the human parathyroid hormone receptor PTHR1. Q03431. HEK293 GP2 PTHR1 cells, GloSensor cAMP luminescence, 1 h. Potency, µM (top dose mostly 115 µM), for the others: at the top dose activation, most hits filed as activators. 0.075% of 410,000 active. AID 743266; note: potency is the fitted concentration of half-maximal effect; nearly all actives have a fitted effect of over 55% in size; some results filed as inactive show a strong effect at the top dose; inactives centre near -15; many of its hits are not listed in these tables
Target sequence (Q03431 whole entry, looked up): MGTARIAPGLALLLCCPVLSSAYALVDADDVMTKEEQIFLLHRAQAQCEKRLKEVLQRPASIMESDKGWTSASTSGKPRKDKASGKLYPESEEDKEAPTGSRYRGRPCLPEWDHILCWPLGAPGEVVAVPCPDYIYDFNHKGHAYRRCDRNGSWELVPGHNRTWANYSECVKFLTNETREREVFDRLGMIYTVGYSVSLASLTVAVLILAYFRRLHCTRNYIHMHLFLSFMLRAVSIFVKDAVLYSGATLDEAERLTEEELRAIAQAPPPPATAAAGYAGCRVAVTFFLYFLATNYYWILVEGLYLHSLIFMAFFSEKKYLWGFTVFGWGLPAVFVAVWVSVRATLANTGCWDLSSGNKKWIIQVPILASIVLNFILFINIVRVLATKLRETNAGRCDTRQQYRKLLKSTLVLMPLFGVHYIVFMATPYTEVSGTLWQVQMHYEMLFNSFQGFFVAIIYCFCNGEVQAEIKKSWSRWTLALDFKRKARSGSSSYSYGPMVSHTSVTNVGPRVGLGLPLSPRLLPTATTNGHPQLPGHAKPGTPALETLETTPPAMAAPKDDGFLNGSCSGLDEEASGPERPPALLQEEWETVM
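HEK-293-derived GP2 cells expressing PTHR1 and a GloSensor cAMP reporter, 3,000/well, plated overnight, given luciferin plus IBMX (each 0.5 mM as added) for 1 h at 37 °C, then compound for 1 h at 37 °C. Luminescence was read after 15 min at room temperature.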
TDP43 rescue = inhibitors of TDP-43 toxicity in yeast; TDP-43 expressing yeast growth rescue, BacTiter-Glo, 24 h; Potency, µM (top dose mostly 46.1 µM), for the others: top-dose growth rescue (activation), actives largely listed as activators; 1.8% of 410,000 active; note: potency is the fitted concentration of half-maximal effect; % of control where 0% means no effect; nearly all actives have a fitted effect of over 50% in size
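Yeast cells expressing TDP-43 under galactose induction are exposed to compounds for 24 hr at 30 deg C. BacTiter-Glo luminescence measures growth, so protective compounds score as activators.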
An asterisk follows results filed as active; i = inactive; ? = inconclusive; / = not tested or not shown; [ ] = another dose, or the depositor's remark. Unless noted, calls come from the whole dose curve; as a rule, active = well fitted curve in the direction sought with a large enough effect; inconclusive = small, poorly fitted or top-dose-only effect, or another doubt; inactive = no such curve, though single readings can be large; an effect the other way counts as inactive or inconclusive. The list is partial, so the mix of outcomes need not match the whole.

SMILES	aSyn rescue	KB-V1 cytotox	GLP1R cytotox	DRD3 agonist	GLP1R inv ag	GLP-1R agonist	DRD3 antagonist	PTHR1 agonist	TDP43 rescue
COc1ccc(N2CCN(Cc3cc(=O)oc4cc(-c5ccccc5)c(O)cc34)CC2)cc1	3%	?	-20%	1	-32%	-1%	-10	-58%[inhibitor][57.5 µM]	6%
Cc1cc(C(C)(C)C)cc(C)c1COC(=O)c1cccnc1	0%	2%	?	5	?	27%	4	-11%	-3%
Cc1ccc(C(=O)COC(=O)CCN2C(=O)C3C4CC(C(Br)C4Br)C3C2=O)cc1 (stereo not given)	5%	-9%	-18%	9	-1%	0%	22	i	-2%
O=C(CSc1ncccn1)Nc1ccc(Cl)c(S(=O)(=O)N2CCOCC2)c1	-5%	-5%	5%	5	1%	4%	1	i	-21%
COc1ccc(NC(=O)c2ccc(=O)oc2)cc1	4%	-2%	3%	1	-27%	4%	-15	-20%[57.5 µM]	-2%
CCC(=O)N1CCc2cc(Br)cc(S(=O)(=O)CCC(=O)NCCc3ccc(Cl)cc3)c21	/	-4%	-10%	-2	17%	/	/	i	10%
COc1ccc(CN2C(=O)C(CC(=O)NCCCCc3ccccc3)CC(C(=O)N3CCOCC3)=C2C)cc1 (stereo not given)	-2%	17%	-3%	-6	-15%	6%	18	-20%	19%
Cc1n[nH]c(C)c1S(=O)(=O)N(C)Cc1ccco1	6%	-11%	2%	3	-8%	-6%	-1	i	-1%
COc1ccc(NC(=O)CC2C(=O)N(C)C(=S)N2CCc2ccc(F)cc2)cc1 (stereo not given)	29%	?	-21%	0	11µM*	5%	-11	-19%	?
COc1ccc(Nc2cc(C)c3cc(NC(=O)Cc4c(F)cccc4Cl)ccc3n2)cc1	/	-5%	4%	17	?	4%	/	i	19%
N#CC1(NC(=O)CSc2nnc(-c3ccccc3F)o2)CCCCC1	0%	-11%	9%	-8	-11%	1%	-14	i	-15%
COc1ccccc1OCCNC(=O)c1cc(SC)ccc1Cl	5%	?	-1%	2	6%	11%	-5	i	?
Cc1ccc(C(=O)NCCCNC(=O)c2ccccc2C)cn1	2%	21%	-2%	-4	2%	2%	11	i	-7%
COc1cccc(Cn2c(C)c(CNCc3ccccc3Cl)c(C(=O)O)c2C)c1	/	-4%	2%	-3	3%	/	/	-2%	17%
O=C(NCCc1ccccn1)c1nc(Cn2cc([N+](=O)[O-])cn2)no1	2%	-3%	-1%	1	11%	2%	8	i	26%
C=CCn1c(SCC(=O)Nc2ccc(F)cc2)nc2ccccc2c1=O	-5%	-1%	-3%	2	11%	19%	5	-17%	16%
CC1(C)C(=O)NCCN1C(=O)CC1C(=O)NCCN1CC(c1ccccc1)c1ccccc1 (stereo not given)	-4%	?	9%	13	7%	1%	2	-3%	12%
CC(C)C1Nc2c(O)cc(Cl)c([N+](=O)[O-])c2C2C=CCC21 (stereo not given)	-74%[inhibitor]	-10%	?	12	?	-6%	1	-51%[inhibitor]	?
CCCNC(=S)Nc1ccc(Oc2ccccc2)cc1	0%	18µM*	?	9	?	5%	-18	i	2%
CC(C)CC1CCCCC1OC(=O)C[N+]1(C)CCCCC1 (stereo not given)	-1%	0%	-11%	-7	11%	22%	7	-5%	-18%

Profiles, looked up by structure. Order of values: aSyn rescue	KB-V1 cytotox	GLP1R cytotox	DRD3 agonist	GLP1R inv ag	GLP-1R agonist	DRD3 antagonist	PTHR1 agonist	TDP43 rescue
Profile of CC(C)CC1CCCCC1OC(=O)C[N+]1(C)CCCCC1 (stereo not given) = -1%	0%	-11%	-7	11%	22%	7	-5%	-18%
Profile of O=C(NCCc1ccccn1)c1nc(Cn2cc([N+](=O)[O-])cn2)no1 = 2%	-3%	-1%	1	11%	2%	8	i	26%
Profile of Cc1ccc(C(=O)NCCCNC(=O)c2ccccc2C)cn1 = 2%	21%	-2%	-4	2%	2%	11	i	-7%
Profile of CC(C)C1Nc2c(O)cc(Cl)c([N+](=O)[O-])c2C2C=CCC21 (stereo not given) = -74%[inhibitor]	-10%	?	12	?	-6%	1	-51%[inhibitor]	?
Profile of COc1ccccc1OCCNC(=O)c1cc(SC)ccc1Cl = 5%	?	-1%	2	6%	11%	-5	i	?

The listing continues.
SMILES	aSyn rescue	KB-V1 cytotox	GLP1R cytotox	DRD3 agonist	GLP1R inv ag	GLP-1R agonist	DRD3 antagonist	PTHR1 agonist	TDP43 rescue
CCN(CC)c1ccc2cc(-c3nc4sc5c(c4c(=O)[nH]3)CCC(C(C)(C)C)C5)c(=O)oc2c1 (stereo not given)	/	/	8%	-8	3%	/	/	-22%	4%
CC(C)c1ccc(CN(C(=O)C2COc3ccccc3O2)C2CCS(=O)(=O)C2)cc1 (stereo not given)	19%	?	6%	2	?	1%	-26	-17%[57.5 µM]	18%
CCN(Cc1ccccc1)C(=O)C1CCN(Cc2ccc(OC)c(OC)c2OC)CC1	-8%	8.2µM*	-2%	-35	0%	-6%	-51*	i	16%
CC(/C=N/NC(=O)c1nnn(-c2nonc2N)c1CN1CCCCC1)c1ccccc1 (stereo not given)	0%	-10%	8%	-7	5%	-4%	22	-5%	-13%
OC(CNCc1ccccc1C(F)(F)F)C(F)(F)F (stereo not given)	-10%	6%	5%	0	18%	-5%	-13	7%	-7%
Cc1ccc(Cl)cc1N1CCN(S(=O)(=O)c2c(C)[nH]c(C)c2C(=O)N2CCCC2)CC1	-9%	-4%	-5%	-5	?	7%	?	-2%	-9%
O=C(COC(=O)c1cc[n+]([O-])cc1)Nc1ccc(F)c([N+](=O)[O-])c1	-8%	13%	-6%	6	2%	-1%	0	-24%	4%
CC(C)=CCC/C(C)=C/CC/C(C)=C/COc1ccc2ccc(=O)oc2c1	-5%	?	4%	13	10%	-2%	-7	-22%	12%
CS(=O)(=O)Nc1ccc(-c2cn3c(n2)SCC3)cc1	3%	-1%	-2%	2	16%	3%	-9	-19%	-1%
Cc1cccc(NC(=O)CSc2nc(-c3ccccc3Cl)nc3c2Cc2c(CO)cnc(C)c2O3)c1C	/	17%	3%	16	3%	/	/	-24%	4%
COCCn1c(Cc2ccccc2)nnc1SCC(=O)Nc1cc(C)on1	-15%	?	2%	-10	6%	1%	-10	i	-20%
Cc1cccn2c(Nc3ccccc3)c(-c3ccccn3)nc12	-14%	?	?	0	?	18%	-23	-16%	-18%
CN(c1ccc(C(=O)N2CCOCC2)cc1)S(C)(=O)=O	-14%	-7%	-3%	-5	18%	-3%	3	i	-1%
Cc1ccn2c(=O)c(C(=O)O)cnc2c1	10%	11%	0%	13	10%	-1%	12	i	-45%[inhibitor]
COc1ccc(/C=C(/NC(=O)c2ccco2)C(=O)NCc2ccco2)cc1	7%	2%	19%	1	7%	-2%	42	i	15%
O=C(c1ccccc1Br)N1N=C(c2ccccc2)CC1c1ccccc1F (stereo not given)	5%	?	-12%	4	?	-1%	22	-16%	30%
COc1ccc(N2CCN(C(=O)COC(=O)Cc3c(F)cccc3Cl)CC2)cc1	-2%	3%	-2%	8	?	-3%	-4	-5%	7%
CCCNC(=O)CSCc1nc(-c2ccc(SC)cc2)oc1C	2%	?	-4%	-12	?	25%	-4	-22%	-11%[0.397 µM]
Cc1n[nH]c(C)c1CN(C)C(=O)c1cc(COc2ccc(F)c(F)c2)on1	1%	-18%	-5%	9	6%	0%	12	0%	13%
COc1ccccc1OCCn1c(NC(=O)c2ccccc2)nc2ccccc21	/	-3%	2%	8	-3%	/	/	-44%	12%
CC(C)=CCCC(C)CN1CCC(N2CCC(C(=O)N3CCOCC3)CC2)CC1 (stereo not given)	-4%	?	-3%	9	2.5µM*	0%	-3	i	-1%
Cc1cc(C)n(CC(O)Cn2c(C)c(C)c3ccccc32)n1 (stereo not given)	0%	10%	-15%	-4	?	3%	-12	-3%	?
CC(Oc1ccc2ccccc2c1)C(=O)NNC(=O)Nc1ccccc1F (stereo not given)	-1%	14%	-20%	-8	?	-1%	-13	-12%	-3%
CCn1nccc1C(=O)NC1=C(C#N)CCC1	-3%	-1%	3%	-21	4%	3%	0	0%[57.5 µM]	-16%
CCCCN(CC)C(=O)C1CCCN(c2ncnc3c2nc2n3CCCCC2)C1 (stereo not given)	/	-19%	-3%	-5	-14%	/	/	-14%	?
Cc1ccc(-c2ccc(CN3C(C)C(=O)N(Cc4cn(CCC5OCCO5)nn4)CCS3(=O)=O)cc2)cc1 (stereo not given)	5%	0%	5%	1	-18%	-4%	12	-51%[inhibitor]	25%
COc1ccccc1CNc1nc(NCc2ccc(C)cc2C)c2sccc2n1	-10%	?	-12%	-4	?	0%	0	-32%[inhibitor]	10%
O=C(Nc1ccc(Cl)cc1)Nc1ccc(-c2cnco2)cc1	0%	9%	5%	3	13%	4%	-5	i	8%
CCOC(=O)C1=C(CSc2nnnn2C)N(C)C(=O)NC1c1ccccc1 (stereo not given)	-7%	23%	-9%	4	3%	18%	0	-13%	-2%
COC1CCCN(Cc2c(C(=O)N3CCN(C4CCCCC4)CC3)nc3ccccn23)C1 (stereo not given)	0%	-9%	-2%	1	7%	7%	3	-3%	12%
COc1ccc(-c2nn(-c3ccccc3)cc2/C=C(\C#N)C(N)=O)cc1[N+](=O)[O-]	0%	-16%	-1%	-7	47%[activator]	8%	-2	i	-5%
COc1ccc(OC)c(N/C(=N/c2nc(C)cc(C)n2)NC(C)=O)c1	-6%	13%	-2%	2	1%	0%	2	i	0%
O=C(COC(=O)Cc1ccc(Br)cc1)NCC1CCCCC1	0%	?	6%	4	3%	-6%	17	-61%[inhibitor]	16%
O=C(COC(=O)c1ccccc1NC(=O)c1ccco1)NC1CCCCC1	-7%	1%	-10%	6	1%	-19%	4	-12%	14%
CCOc1ccc2nc(C(=O)N3CCCC(C)C3)sc2c1 (stereo not given)	3%	-3%	-9%	6	?	5%	2	-39%[inhibitor]	1%
